KCNQ1 act = human KCNQ1 channel potentiation or activation; AID 2648; P51787; CHO-K1 KCNQ1, thallium flux FluxOR fluorescence; hits give high values; 310,000 compounds, 0.35% hits; B-score at 10 µM;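 active = fluorescence ratio B-score, a plate-corrected score, at least three library SD, with initial intensity B-score within 5 SD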
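assay system = CHO-K1 cells stably expressing KCNQ1 | medium = assay buffer, equal DMSO in all wells | timing = 37 °C overnight plating, 90-min dark dye load, 20-min compound pretreatment | measured by = kinetic FluxOR thallium fluorescence, 10-s 1-Hz baseline, 110-s post-stimulus read | measure = fluorescence change relative to baseline, converted to B score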
KCNK9 inh = inhibitors of human KCNK9 two-pore domain potassium channel; Q9NPC2; HEK293 KCNK9, FluxOR thallium flux fluorescence; hits give low values; B-score at 10 µM; 310,000 compounds, 1.2% hits; AID 488922;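 active = ratio B-score over 3 SD below the library mean, with starting fluorescence within 5 SD of its mean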;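 also: negative B-score means less thallium flux so channel inhibition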
KCNK3 inh = human KCNK3 channel inhibition, primary screen. O14649. CHO-KCNK3 thallium flux, FluxOR fluorescence; hits give low values. B-score at 10 µM. 340,000 compounds, 0.84% hits;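 active = B-score under library mean minus 4 SD, starting fluorescence ratio at most library mean plus 5 SD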;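 also: more negative B-score means stronger inhibition of thallium flux through KCNK3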
ANO1 block = mouse TMEM16A channel inhibition, primary screen. Q8BHY3. normalized B-score (activity score, 25-100; higher = stronger inhibition) at 10 µM. AID 588511. 310,000 compounds, 1.2% hits. HEK293 TMEM16A/YFP iodide influx fluorescence, ionomycin;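 active = ratio plate-corrected score three or more library SD toward inhibition, starting fluorescence score within five deviations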;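 also: score derived from kinetic fluorescence span divided by baseline fluorescence per well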
TRPC4 agonist = TRPC4 (mouse) channel activation | Q9QUQ5 | HEK293 TRPC4beta/mu-opioid, Fluo4 calcium fluorescence; hits give high values | B-score at 10 µM | 310,000 compounds, 0.49% hits;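 active = B-score above 5 SD of library B-scores, and initial fluorescence ratio not above library mean plus 5 SD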;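 also: positive B-score marks a calcium rise read as TRPC4 activation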
Target sequence (Q9QUQ5 whole entry, looked up): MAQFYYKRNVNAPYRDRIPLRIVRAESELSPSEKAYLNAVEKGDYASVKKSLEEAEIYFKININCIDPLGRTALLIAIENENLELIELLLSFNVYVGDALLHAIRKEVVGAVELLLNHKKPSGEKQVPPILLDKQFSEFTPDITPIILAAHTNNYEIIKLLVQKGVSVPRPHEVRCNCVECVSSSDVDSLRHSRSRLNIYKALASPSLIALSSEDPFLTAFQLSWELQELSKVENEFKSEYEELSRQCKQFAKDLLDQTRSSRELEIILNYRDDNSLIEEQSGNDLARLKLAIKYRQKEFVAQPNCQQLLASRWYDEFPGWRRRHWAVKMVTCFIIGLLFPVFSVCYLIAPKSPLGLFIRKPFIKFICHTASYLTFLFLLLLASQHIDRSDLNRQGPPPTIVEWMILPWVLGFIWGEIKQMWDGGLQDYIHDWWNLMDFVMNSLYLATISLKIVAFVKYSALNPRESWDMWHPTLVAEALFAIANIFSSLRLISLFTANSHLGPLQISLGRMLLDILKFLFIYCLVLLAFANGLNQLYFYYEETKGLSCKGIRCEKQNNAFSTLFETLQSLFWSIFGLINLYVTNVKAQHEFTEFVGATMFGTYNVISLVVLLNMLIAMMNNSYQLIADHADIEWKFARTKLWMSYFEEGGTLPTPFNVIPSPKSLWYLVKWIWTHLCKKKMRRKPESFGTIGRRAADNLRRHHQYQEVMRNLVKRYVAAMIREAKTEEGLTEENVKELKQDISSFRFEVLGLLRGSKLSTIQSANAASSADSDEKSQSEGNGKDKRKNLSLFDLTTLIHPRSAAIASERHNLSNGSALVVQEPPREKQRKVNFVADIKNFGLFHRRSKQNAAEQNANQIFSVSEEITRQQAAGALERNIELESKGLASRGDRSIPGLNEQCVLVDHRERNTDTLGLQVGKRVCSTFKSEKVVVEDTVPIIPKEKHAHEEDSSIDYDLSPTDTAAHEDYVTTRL
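Test system: HEK293 cells stably co-expressing mouse TRPC4beta and mu-opioid receptor | Schedule: Fluo4 dye loading 45 min at room temperature, 110 s recording | Measured by: Kinetic Fluo4 calcium fluorescence, 5 s baseline at 1 Hz | Evaluation: B score of integrated ratio | Controls: Buffer (low) and maximal DAMGO (high)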
DYRK1A inh = inhibitors of rat Dyrk1A kinase. ADP-Glo luminescence, NFATc1 peptide. inhibition, % at 12.5 µM. 310,000 compounds, 0.43% hits; in the data active = inhibition above about 50%;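 also: plate controls were vehicle with enzyme for no effect and no enzyme for full effect; many of its hits are not listed in these tables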
ANO1 activ = activates or potentiates the mouse TMEM16A chloride channel | Q8BHY3 | B-score at 10 µM | HEK293 TMEM16A/YFP-H148Q/I152L, iodide quench fluorescence; hits give low values | 340,000 compounds, 0.3% hits | AID 623877;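 active = fluorescence-ratio B-score plate-corrected deviation score at least 3 library SD below zero, with starting fluorescence score within 5 deviations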;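 also: channel opened by trigger with iodide after compound preincubation; score built on the fluorescence ratio of max minus min over baseline; more negative score means more quench and so TMEM16A activation or potentiation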
TRPC4 PAM = allosterically enhances the mouse TRPC4 cation channel; HEK293 TRPC4beta/mu-opioid, DAMGO EC20, Fluo-4 Ca2+ flux; hits give high values; B-score at 10 µM; 310,000 compounds, 0.42% hits; AID 2227;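 active = B-score of calcium response area above 5 SD of library B-scores, with initial fluorescence ratio within 5 SD of library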;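 also: B-score of integrated fluorescence ratio over time as area under calcium response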
KCNQ1 inh = inhibitors of human KCNQ1 potassium channel. 310,000 compounds, 1.3% hits. B-score at 10 µM. CHO-K1 KCNQ1, FluxOR thallium flux fluorescence; hits give high values. P51787;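 active = compounds whose thallium flux B-score, printed positive for inhibition, exceeds three library SD while starting fluorescence stays within three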;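 also: channel opened by potassium depolarization with thallium stimulus after 20 min compound exposure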
hERG rescue = hERG (human) protection from proarrhythmic block | 310,000 compounds, 0.51% hits | Q12809 | CHO-hERG, FluxOR thallium flux, dofetilide IC70 present | activation (rescue from dofetilide block), less the hit threshold, % at 10 µM;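 active = activation above the mean of controls blocked by dofetilide plus 5 SD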;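 also: thallium influx through hERG after potassium depolarization seen as dye fluorescence rise; in these data hits start at about 4.7%; inactives centre near -7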
HDAC3 inhib = blocks human histone deacetylase 3; recombinant HDAC3, fluorogenic peptide/trypsin coupled, fluorescence; inhibition, % at 8.3 µM; 320,000 compounds, 0.15% hits; in the data active = inhibition above about 26%, passing the limit was not always enough; inconclusive = no clear call, values can overlap the other calls
Starred values were filed as active, the others as inactive; i = inactive; ? = inconclusive; nt = not tested or not shown.

SMILES	KCNQ1 act	KCNK9 inh	KCNK3 inh	ANO1 block	TRPC4 agonist	DYRK1A inh	ANO1 activ	TRPC4 PAM	KCNQ1 inh	hERG rescue	HDAC3 inhib
O=C(CCC1CCCC1)Nc1ccc(C(=O)NCc2cccnc2)cc1	i	i	i	i	i	-0.2	i	i	i	-7.2	?
Cc1onc(-c2c(Cl)cccc2Cl)c1C(N)=O	i	i	i	i	i	-0.1	i	i	i	-1.7	1.7
CCN(CC)CCN(Cc1cc2cccc(C)c2[nH]c1=O)C(=S)Nc1ccccc1	i	i	i	i	i	nt	i	i	i	-10.6	1.2
CS(=O)(=O)Nc1cccc(-c2cnc3ccccc3n2)c1	i	i	i	i	i	23.5	i	i	i	-7.5	-7.0
O=C(O)c1ccc(N2C(=O)Nc3ccccc3N2O)cc1	i	i	i	i	i	4.6	i	i	i	-3.8	-2.3
Cn1c(Cc2cccs2)n[nH]c1=S	i	i	i	i	i	-1.7	i	i	i	-2.1	4.2
Cn1c(=O)c2c(-c3ccccc3)n(Cc3cccnc3)cc2n(C)c1=O	i	i	i	i	i	1.3	i	i	i	-5.2	4.1
O=C(Nc1ccc2c(c1)CCC2)c1ccc(Cl)nc1	i	i	i	i	i	-2.3	i	i	i	-6.9	-1.3
COC(=O)CSc1ncc(S(=O)(=O)c2ccccc2)c(=O)[nH]1	i	i	i	i	i	2.5	i	i	i	-10.4	-1.9
O=C(CSc1n[nH]c(-c2ccccc2)n1)N1CCCC1	i	i	i	i	i	-2.4	i	i	i	-5.7	1.3
C=CCNC(=O)c1c(CSc2ccc(Cl)cc2)noc1C(=O)NCc1ccccc1	i	i	i	i	i	33.6	i	i	i	-20.7	8.6
OCC#CCSc1nnc(-c2ccncc2)o1	i	i	i	i	i	2.1	i	i	i	-10.2	5.9
NC(=O)CSc1nnc(COc2cccc3ccccc23)o1	i	i	i	i	i	nt	i	i	i	-8.4	-2.3
Cc1cc(NC(=O)COC(=O)CNS(=O)(=O)c2ccc(C)c(C)c2)no1	i	i	i	i	i	1.6	i	i	i	-13.7	2.3
Cc1cc(C)c(S(=O)(=O)c2cccc(C(F)(F)F)c2)c(=O)[nH]1	i	i	i	i	i	nt	i	i	i	-5.9	11.9
OCCN1CCN(CC(O)COCCOc2ccc(Br)cc2)CC1 (centres undefined)	i	i	i	i	i	-0.7	i	i	i	-5.7	nt
C/C(=N\NC(N)=O)c1c(F)cccc1F	i	i	i	i	i	nt	i	i	i	-17.9	2.2
COc1ccc(-n2ncc3c2CC(C)(C)CC3NC(=O)CCn2cncn2)cc1 (centres undefined)	i	i	i	i	i	-1.2	i	i	i	-8.5	-1.4
O=Cc1cccc2ccc3cccc(C(=O)O)c3c12	i	i	i	i	i	-6.1	i	i	i	-5.7	9.5
CC(C)(C)c1ccccc1NC(=O)CN1C(=O)NC2(CCCC2)C1=O	i	i	i	i	i	-6.3	i	i	i	-5.0	-8.3
Cc1ccc(-n2c3c(cc(C(=O)NCC(=O)c4ccccc4)c2=O)C(=O)CCC3)cc1	i	i	i	i	i	5.3	i	i	i	-7.1	2.7
N#CC(Sc1ccccn1)c1ccc(Cl)cc1 (centres undefined)	i	i	i	i	i	-0.9	i	i	i	-4.2	2.3
CCC(CC)C(=O)N1CC(=O)Nc2ccc(F)cc2C1c1ccc(F)cc1 (centres undefined)	i	i	i	i	i	2.0	i	i	i	-4.9	6.2
CCCN1CCN(CCCNC(=O)CCNC(=O)Cn2ccc3ccccc3c2=O)CC1	i	i	i	i	i	4.5	i	i	i	-3.8	-0.6
CCCCCCSC1=C(C#N)C(c2ccc(O)cc2)CC(=O)N1 (centres undefined)	i	i	i	i	i	3.0	i	i	i	-4.8	3.4
O=C1CCCN1CN(C(=O)c1ccccc1)c1ccccc1	i	i	i	i	i	nt	i	i	i	-14.7	4.7
CCOc1cc2[nH]c(=S)n(C3CCN(Cc4ccccc4)CC3)c(=O)c2cc1OCC	i	i	i	i	i	0.1	i	i	i	0.1	4.6
O=C(c1ccc(-n2cnnn2)cc1)N1CCOCC1	i	i	i	i	i	3.3	i	i	i	-4.7	-5.1
CC1CCN(CCc2nc3cc(NC(=O)NC4CCCCC4)ccc3n2C)CC1	i	i	i	i	i	6.7	i	i	i	-2.8	0.7
O=C(C#Cc1ccccc1)Nc1cccc(F)c1	i	i	i	i	i	3.4	i	i	i	-6.7	2.3
O=C(NC1CCCCC1)C(c1ccncc1)N(C(=O)Cc1cccs1)c1ccccc1 (centres undefined)	i	i	i	i	i	2.9	i	i	i	-3.5	-2.6
Cc1ccc(NC(=O)c2noc3c2CCCCC3)cc1	i	i	i	i	i	0.6	i	i	i	-12.2	-5.1
NNC(=O)c1ccc(-c2ccccc2F)cc1	i	i	i	i	i	2.5	i	i	i	-1.8	0.7
O=C(NC1CCCC1)C(c1ccncc1)N(C(=O)Cc1cccs1)c1ccc(F)cc1 (centres undefined)	i	i	i	i	i	6.1	i	i	i	-4.2	0.6
O=C(CP(=O)(O)CC(=O)c1ccccc1)c1ccccc1	i	i	i	i	i	0.4	i	i	i	-3.7	8.2
O=C(N[C@@H](Cc1c[nH]c2ccccc12)C(=O)O)c1ccccc1Cl	i	i	i	25*	i	-2.9	i	i	i	-8.1	1.9
O=C1CSC(c2ccccc2)N1Nc1nc(N2CCOCC2)nc(N2CCOCC2)n1 (centres undefined)	i	i	i	i	i	5.1	i	i	i	-5.7	-9.5
NC(=O)c1ccccc1NC(=O)/C=C/c1cccc(Cl)c1	i	i	i	i	i	-2.7	i	i	i	-8.6	0.5
CCN(CC(=O)Nc1cccc(C(C)=O)c1)S(=O)(=O)c1ccc(OC)cc1	i	i	i	i	i	-6.5	i	i	i	-10.0	3.2
Cc1ccc(NC(=O)C2CCCN(c3ncccn3)C2)cc1F (centres undefined)	i	i	i	i	i	-3.1	i	i	i	-4.7	-1.8
COc1ccc(OC(C)=O)c(C2c3cc(OC)c(OC)cc3CCN2C(C)=O)c1 (centres undefined)	i	i	i	i	i	nt	i	i	i	-13.8	2.2
COc1cccc(NS(=O)(=O)c2c(C)nc3sccn3c2=O)c1	i	i	i	i	i	0.9	i	i	i	-4.6	15.9
CC1(c2ccccc2Cl)NC(=O)N(CC(=O)NCCC2=CCCCC2)C1=O (centres undefined)	i	i	i	i	i	3.7	i	i	i	-19.5	-4.1
COc1ccccc1C(=O)N1CCC(N2CCN(c3ccccc3)CC2)CC1	i	i	i	i	i	10.8	i	i	i	-1.5	-2.6
COc1ccc(-n2c(C)c(C(C)=O)c3cc(OC(C)=O)ccc32)cc1	i	i	i	i	i	nt	i	i	i	-8.1	-2.5
O=C1NC(CCc2ccccc2)C(=O)N1CCOc1ccccc1 (centres undefined)	i	i	i	i	i	6.8	i	i	i	-6.4	1.8
Cc1ccc(S(=O)(=O)NCC(=O)NCc2ccncc2)cc1	i	i	i	i	i	-3.2	i	i	i	-5.5	0.7
CCOC(=O)C1CCN(Cc2cn(C)nc2-c2ccc(Oc3ccccc3)cc2)CC1	i	i	i	i	i	0.0	i	i	i	-14.8	1.9
O=C(NCCN1CCCCC1)Nc1ccc(F)cc1	i	i	i	i	i	3.8	i	i	i	-6.0	8.9
CC(C)c1nnc(NC(=O)C2CCCN2C(=O)Nc2ccccc2)s1 (centres undefined)	i	i	i	i	i	0.9	i	i	i	-10.3	-2.0
O=C(C1CCCN(S(=O)(=O)Cc2ccccc2)C1)N1CCc2ccccc21 (centres undefined)	i	i	i	i	i	0.0	i	i	i	-7.4	-5.3
CCOc1ccc(NC(=O)CN(C)C(=O)c2cccnc2Sc2ccccc2Cl)cc1OCC	i	i	i	i	i	nt	i	i	i	-17.5	2.6
COc1ccccc1CNC(=O)CCCc1cn(C)c2ccccc12	i	i	i	i	i	0.4	i	i	i	-9.8	5.3
O=C(CSc1nnc(-c2ccc(O)cc2)n1-c1ccccc1)CC(=O)Nc1ccccc1	i	i	i	i	i	-1.2	i	i	i	-11.1	-1.9
COCCCNC(=O)c1ccc([N+](=O)[O-])c(Cl)c1	i	i	i	i	i	-0.2	i	i	i	-14.8	2.9
COC(=O)c1cc(N=Cc2c(O)c3ccccc3oc2=O)cc(C(=O)OC)c1	i	i	i	i	i	1.9	i	i	i	-4.6	-8.0
CCOc1ccc(C(C)=O)cc1CSc1nnnn1-c1ccc(O)cc1	i	i	i	i	i	7.4	i	i	i	-12.1	-5.2
O=C(NNC(=O)C1[C@H]2CCCC[C@@H]12)NC1CCCCC1 (some centres undefined)	i	i	i	i	i	-3.1	i	i	i	-5.1	-0.5
COc1cccc(C(=O)COC(=O)c2ccc(NC(C)=O)cc2)c1	i	i	i	i	i	-1.7	i	i	i	-6.9	15.3
O=C(CNC(=S)N(Cc1ccccc1)Cc1cccnc1)NCc1ccccc1	i	i	i	i	i	-2.1	i	i	i	-27.9	0.4
Remaining list, next part.
SMILES	KCNQ1 act	KCNK9 inh	KCNK3 inh	ANO1 block	TRPC4 agonist	DYRK1A inh	ANO1 activ	TRPC4 PAM	KCNQ1 inh	hERG rescue	HDAC3 inhib
COCCn1c(SCC(=O)N2CCC(C)CC2)nc2c([nH]c3ccccc32)c1=O	i	i	i	i	i	-2.2	i	i	i	-11.4	-8.6
Nc1ccc2nc3c(=O)n(C4CCCCC4)c(=O)[nH]c3nc2c1	i	i	i	i	i	8.1	i	i	24*	-49.8	nt
Clc1cccc(CN2CCSCC2)c1	i	i	i	i	i	-5.0	i	i	i	-3.1	-3.1
Brc1ccc2nc(-c3c[nH]c4ccccc34)cn2c1	i	i	i	i	i	9.5	i	i	i	-5.9	2.7
O=C(Nc1ccc2c(c1)OCCO2)C1c2ccccc2C(=O)N2CCc3ccccc3C12 (centres undefined)	i	i	i	i	i	1.6	i	i	i	-13.0	-15.4
CC(C)(C)c1cc(=O)n2c(nc3ccccc32)[nH]1	i	i	i	i	i	7.3	i	i	i	-7.8	0.1
CCCS(=O)(=O)N1CCC(CCOc2ccccc2)(C(=O)OCC)CC1	i	i	i	i	i	3.9	i	i	i	-4.3	-5.5
O=C(CSc1ccc(Cl)cc1)NCc1ccncc1	i	i	i	i	i	-4.2	i	i	i	-19.7	2.1
CCCN1Cc2cccc(C(=O)NCc3ccc(C)cc3)c2C1=O	i	i	i	i	i	-2.8	i	i	i	-11.7	3.9
CC(=O)NCCOc1cccc(OCCNC(C)=O)c1	i	i	i	i	i	-10.2	i	i	i	-2.7	-0.7
O=C(Oc1cccccc1=O)c1ccccc1	i	i	i	i	i	2.3	i	i	i	-3.7	?

High-throughput results deposited in PubChem BioAssay by several laboratories.

The list is partial; the hit share may differ from the screen's.
